# Assay outcomes deposited in PubChem by National Center for Advancing Translational Sciences (NCATS).
# BAZ2B block – blocks human BAZ2B; Q9UIF8; AlphaScreen BAZ2B-H3K14Ac peptide displacement; Potency, µM (highest dose often 114 µM), for the others: at the top dose activity change, negative = inhibition, actives largely listed as inhibitors; 360,000 tested, 4.4% active; AID 504333; further: on the % scale 0 is the no-effect control and ±100 the full control effect; nearly all actives have a fitted effect of over 60% in size
#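 Protein-peptide AlphaScreen: BAZ2B 50 nM, b-H3K14Ac 50 nM, 1x PBS pH 7.4 + 0.01% Tween-20. Preincubation 30 min RT; cpd 30 min RT (top 110 uM); beads 20 min RT, light-protected.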
# PGK inhibitor – blocks T. brucei phosphoglycerate kinase | Potency, µM (highest dose often 57.5 µM), for inactives: at the highest dose activity change, negative = inhibition, actives largely listed as inhibitors | PGK/GAPDH coupled, Kinase-Glo luminescence, 60 min | 380,000 tested, 0.043% active | P07378; further: on the % scale 0 is the no-effect control and ±100 the full control effect; nearly all actives have a fitted effect of over 60% in size
# Target sequence (P07378 whole entry, looked up): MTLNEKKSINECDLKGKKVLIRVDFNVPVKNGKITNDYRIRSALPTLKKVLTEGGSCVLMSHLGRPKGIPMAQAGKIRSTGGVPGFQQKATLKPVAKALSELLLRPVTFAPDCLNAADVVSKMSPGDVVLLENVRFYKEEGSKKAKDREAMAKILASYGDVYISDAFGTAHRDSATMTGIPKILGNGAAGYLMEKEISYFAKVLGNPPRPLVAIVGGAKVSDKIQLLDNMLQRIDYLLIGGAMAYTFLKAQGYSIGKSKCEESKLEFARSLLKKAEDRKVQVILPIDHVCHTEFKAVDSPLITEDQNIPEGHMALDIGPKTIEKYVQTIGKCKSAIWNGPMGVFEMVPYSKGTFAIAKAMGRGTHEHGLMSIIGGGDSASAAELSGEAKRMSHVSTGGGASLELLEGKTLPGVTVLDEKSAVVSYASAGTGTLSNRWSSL
#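 Recombinant glycosomal PGK reaction used 1,3-bisphosphoglycerate generated in-well by GAPDH (100nM final) in 100mM TEA pH 7.6, 5mM MgCl2, 0.01% Tween-20. After 60 minutes at room temperature, ATP was read by Kinase-Glo Plus luminescence end-point.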
# Pin1 inh – inhibitors of human Pin1. Pin1 FP peptide displacement, HiFluor488, 10 min. Q13526. Potency, µM (doses to about 115 µM), for inactives: at the highest dose activity, negative = inhibition, most hits filed as inhibitors. 390,000 tested, 0.009% active; active means well fitted inhibition curve with a large enough effect in the polarisation, with a control signal flat, not every such curve was filed as active; inconclusive means small, poorly fitted or top-dose-only effect, or effect the other way, or a change in a side signal; inactive means no such curve, though single readings can be large or run the other way; the % refers to the polarisation; further: on the % scale 0 is the no-effect control and ±100 the full control effect
# G9a block – inhibitors of human histone lysine methyltransferase G9a; Q96KQ7; G9a H3K9 monomethylation, AlphaScreen, 2 h; Potency, µM (doses to about 102 µM), inactives show top-dose activity, negative = inhibition, usual class: inhibitors; 350,000 tested, 8.8% active; AID 504332; further: on the % scale 0 is the no-effect control and ±100 the full control effect; nearly all actives have a fitted effect of over 75% in size
# Target sequence (Q96KQ7 913-1193 limits assumed): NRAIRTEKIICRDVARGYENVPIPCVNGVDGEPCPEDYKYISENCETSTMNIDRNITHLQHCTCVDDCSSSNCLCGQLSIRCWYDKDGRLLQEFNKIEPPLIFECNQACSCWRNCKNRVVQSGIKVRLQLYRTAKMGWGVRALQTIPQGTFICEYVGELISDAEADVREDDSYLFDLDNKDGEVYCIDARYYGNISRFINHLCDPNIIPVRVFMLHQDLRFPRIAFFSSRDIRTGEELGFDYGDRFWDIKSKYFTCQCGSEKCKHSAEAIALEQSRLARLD
#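 Methyltransferase reactions run at room temperature for 2 h (20 nM enzyme, 500 nM biotin-H3K9 peptide, 20 uM SAM) after a 15 min compound preincubation; product detected by AlphaScreen beads and anti-H3K9me1 antibody.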
# HP1b binding inh – blocks HP1-beta chromodomain binding to methylated histone tails. P83916. AlphaScreen HP1-beta / biotin-H3K9me3 peptide binding. Potency, µM (doses to about 114 µM), without a hit: top-dose activity change, negative = inhibition, hits mostly inhibitors. 390,000 tested, 0.56% active; further: nearly all actives have a fitted effect of over 70% in size; inactives centre near 23
# Target sequence (P83916 whole entry, looked up): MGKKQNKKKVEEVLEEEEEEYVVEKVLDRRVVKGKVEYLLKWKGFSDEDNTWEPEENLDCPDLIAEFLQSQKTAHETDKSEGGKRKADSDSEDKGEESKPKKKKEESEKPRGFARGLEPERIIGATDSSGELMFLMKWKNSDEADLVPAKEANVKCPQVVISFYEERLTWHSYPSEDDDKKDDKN
#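 AlphaScreen: HP1-beta (50 nM) preformed 30 min with biotin-H3(1-18)K9me3 peptide (50 nM) in PBS pH 7.4, 0.01% Tween-20. Compound added for 30 min at RT, then streptavidin donor/nickel chelate acceptor beads (10 ug/mL) for 30 min.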
# JMJD2A Tudor inh – blocks the human JMJD2A Tudor domain; Potency, µM (top dose mostly 114 µM), for inactives: top-dose activity change, negative = inhibition, usual class: inhibitors; 390,000 tested, 4.4% active; O75164; AlphaScreen JMJD2A-Tudor / H3K4me3 peptide binding; further: on the % scale 0 is the no-effect control and ±100 the full control effect; nearly all actives have a fitted effect of over 50% in size
# GLS inhibitor – blocks human kidney-isoform glutaminase activity. GLS enzymatic activity, qHTS titration. Potency, µM (highest dose often 45.5 µM), inactives show at the highest dose activity change, negative = inhibition, actives largely listed as inhibitors. 410,000 tested, 0.21% active. O94925. AID 624170; further: on the % scale 0 is the no-effect control and ±100 the full control effect
#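 Coupled fluorescence readout: glutamate oxidase/HRP/Amplex Red detect glutamate formed by hKGA from L-glutamine (1 mM solution added). Buffer 45 mM KH2PO4 pH 8.2, 0.02% Tween-20; reads at t0 and 30 min RT.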
# Pol iota inh – DNA polymerase iota (human) inhibition; Q9UNA4; Pol iota fluorescent replication assay, 10 min; Potency, µM (titrated, usually from 115 µM), for the others: at the top dose activity, negative = inhibition, most hits filed as inhibitors; 390,000 tested, 1% active
#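 Fluorescent replication assay read twice, at 0 min and 10 min after adding 50 nM (final) substrate. Enzyme (10 nM) and compounds were first incubated 15 min at room temperature; enzyme-free buffer wells were negative controls.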
# BLM inh – blocks DNA unwinding by human BLM helicase. P54132. 350,000 tested, 0.2% active. recombinant BLM DNA unwinding, fluorescence dequenching. Potency, µM (doses to about 56.1 µM), for inactives: top-dose activity change, negative = inhibition, usual class: inhibitors;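 further: plate controls were vehicle for no effect and no enzyme for full effect; nearly all actives have a fitted effect of over 35% in size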
# Starred values were filed as active, the others as inactive; i = inactive; ? = inconclusive; nt = no result given; & = joins results of further samples; [ ] = dose if it differs, or a comment. Unless noted, the call rests on the fitted dose curve; in most records, active means well fitted curve in the direction sought with a large enough effect; inconclusive means small, poorly fitted or top-dose-only effect, or another doubt; inactive means no such curve, though single readings can be large; an effect the other way counts as inactive or inconclusive. Potency means the concentration at half of the fitted maximal effect. Some of the compounds tested. The share of hits here may be higher or lower than overall.
# Screens in order: BAZ2B block	PGK inhibitor	Pin1 inh	G9a block	HP1b binding inh	JMJD2A Tudor inh	GLS inhibitor	Pol iota inh	BLM inh
- Cc1cc(NC(=O)c2ccc(Br)o2)ccc1NC(=O)c1ccco1
→ -2%	-19%	-1%	23%[59 µM]	3%	-14%	-3%	27%	-2%
- COc1ccc(NC(=O)Nc2cccc(Cl)c2Cl)c(OC)n1
→ ?	0%	9%	6%	-4%	-21%	2%	36%[activator]	-3%
- CCSc1nnc(NC(=O)c2cccs2)s1
→ nt	-6%	-8%	-29%[59 µM]	37%	-20%	1%	-9%	0%
- C=C(c1ccc(OC)cc1)c1ccc(OC)cc1
→ 8%	4%	2%	?	36%	-15%	5%	15%	-1%
- COc1ccc(OC)c(-c2csc(NC(=O)COC(=O)c3ccc(NC(=O)CC#N)cc3)n2)c1
→ 40µM*	?	-3%	11%[12.7 µM]	-12%	45µM*	-7%	28µM*	nt
- COC(=O)c1ccccc1Oc1ccc(NC(=O)CCCl)cc1
→ -3%	i	-2%	4%	12%	-8%	-2%	51%[activator]	-6%
- O=C(c1ccccn1)N1N=C2/C(=C/c3ccccc3)CCCC2C1c1ccccc1 (stereo unspecified)
→ ?	-7%	-1%	?	-19%	?	-1%	36%[activator]	-8%
- COc1ccc2[nH]cc(CCNC(=O)c3ccco3)c2c1
→ -2%	-2%	-1%	12%[0.501 µM]	24%	-22%	24%	?	nt
- CCOC(=O)c1c(C)cc(C)[nH]c1=O
→ 1%	7%	4%	27%	37%[activator]	-7%	4%	53%[activator]	-4%
- C/C(=N\Nc1ccc([N+](=O)[O-])cc1)c1ccc(-n2nncc2C)cc1
→ -8%	-2%	?	-21%[59 µM]	26%	4%	-8%	8%	0%
- CCn1c(COc2cccc(C)c2)nc2ccccc21
→ 3%&9%	-6%&-6%	1%&-2%	8%&-47%[59 µM]	27%&45%	-17%&11%	1%&2%	10%&4%	-4%&1%
- CCN(CC)c1ccc(NS(=O)(=O)c2cc(-c3cc(C)no3)ccc2C)c(C)c1
→ 11µM*	15%	?	3.2µM*	?	?	6%	-26%	-26%
- CCc1ccc(-n2nc(C)c3c(C)cc(=O)n(CC(=O)Nc4ccccc4C(=O)OC)c32)cc1
→ -2%	-10%	-13%	10%[59 µM]	29%	-14%	-21%	21%	0%
- CCOC(=O)c1ccc(N(CC(=O)NC2CCCC2)C(=O)CNC(=O)c2ccco2)cc1
→ 7%	8%	1%	?	28%	8%	-6%	14%	0%
- COc1cccc(CNCC(=O)Nc2ccc(N3CCOCC3)cc2)c1
→ 50µM*	-5%	-9%	3.5µM*	?	25µM*	29%	6%	-7%
- Cc1noc(C)c1S(=O)(=O)Nc1ccc(C(=O)N2CCCCC2)cc1
→ 12%	nt	-1%	-17%	26%	-16%	0%	11%	0%
- CCSc1nnc(NC(=O)c2nn(C(C)C)c(=O)c3ccccc23)s1
→ 8%	i	-4%	-43%	23%	-4%	-7%	12%	-5%
- O=C1C=C(c2cc(Cl)cc(Cl)c2)C[C@@H](c2ccc(F)cc2)C1
→ 4%	7%	?	-2%[0.501 µM]	58%[activator]	1%	-2%	48%[activator]	nt
- CCN(CC)c1ccc2cc(-c3nc(-c4ccc(OC)cc4)cs3)c(=O)oc2c1
→ 113%[activator]	i	?	160%[activator]	212%[activator]	126%[activator]	7%	16%	0%
- COc1cccc(OC)c1C(=O)OCC(=O)N1CC(C)CC(C)C1 (stereo unspecified)
→ -3%	-4%	-7%	-6%[59 µM]	46%[activator]	-7%	-8%	10%	nt
- O=C(CN(Cc1ccccc1F)C(=O)c1csnn1)NC1CCCCC1
→ -11%	-2%	3%	21%	23%	-12%	-8%	23%	-1%
- CCOCCCNC(=O)C(c1ccc(Cl)cc1)N(Cc1cccs1)C(=O)c1ccc(NC(C)=O)cc1 (stereo unspecified)
→ 1%	-2%	3%	9%[59 µM]	16%	5%	0%	-11%	-1%
- CCO[C@H]1OC(C(=O)O)=C[C@@H](c2csc3ccccc23)[C@@H]1CCCO
→ -9%	i	0%	0%[59 µM]	38%	-1%	1%	-6%	-2%
- C=CCOC(=O)C1=C[C@H](c2csc3ccccc23)C[C@H](OCc2ccc(CO)cc2)O1
→ nt	i	24%	nt	18%	-31%	12%	-19%	nt
- Cc1ccccc1Nc1nc(N)nc(COC(=O)c2cccc(S(=O)(=O)N(C)C)c2)n1
→ -11%	-1%	-2%	-14%	-5%	-20%	4%	11%	-13%
- CCNC(=O)NC(=O)C(C)OC(=O)c1cccn1C (stereo unspecified)
→ -1%	-9%	-6%	18%	21%	-15%	0%	-4%	4%
- O=C(NCCN1CCOCC1)c1cc(=O)[nH]c2ccc(Br)cc12
→ 4%	2%	-1%	nt	31%	-5%	13%	6%	-1%
- COc1ccc(C2/C=C\CN(C(=O)NC34CC5CC(CC(C5)C3)C4)CC(=O)N2Cc2ccc(F)cc2)cc1 (stereo unspecified)
→ -5%	1%	-2%&0%	2%[59 µM]	12%&5%	-32%&-27%	3%	-11%&-3%	-11%&-9%
- CCCCN(C)CCCNC(=O)c1cn(C)c2ccc(S(=O)(=O)N(C)C3CCCCC3)cc2c1=O
→ -2%	-4%	9%	23%	72%[activator]	-19%	0%	23%	-2%
- CC[C@@H](C)[C@H](C(CC(=O)N1CCCC1[C@@H](OC)[C@H](C)C(=O)N[C@H](Cc1ccccc1)c1nccs1)OC)N(C)C(=O)[C@H](NC(=O)[C@@H](C(C)C)N(C)C)C(C)C (stereo partly specified)
→ nt	19%	2%	nt	25%	-8%	5%	7%	nt
- Cc1cccc(C)c1OCc1cc(C(=O)N2CCN(Cc3nccn3C)CC2)no1
→ -22%[57.1 µM]	-6%	-4%	-2%	29%	-7%	-4%	52%[activator]	0%
- CCOC(=O)c1sc(N(Cc2ccccc2)C(=O)COC(=O)c2cnccn2)nc1C
→ -20%	6%	16%	-5%	34%	2%[57.1 µM]	?	80%[activator]	-7%
- Cc1ccc(C)c(OCCN2CCOCC2)c1
→ -16%	-3%	-2%	?	37%[activator]	10%	-7%	-16%	-3%
- Cc1ccc(C(=O)CSc2nc(C(C)C)nc3ccccc23)cc1
→ 70%[activator]	-4%	-6%	31%	33%	13%	0%	37%[activator]	-9%
- Cc1ccc(NC(=O)Cc2ccc(F)cc2)cc1
→ 8%	-8%	-3%	20%[12.7 µM]	36%[activator]	4%	-4%	17%	-3%
- Cc1ccc(N=C2c3ccccc3C(=O)C2[N+](=O)[O-])cc1C (stereo unspecified)
→ -27%	0%	-1%	40µM*	17%	-27%	18%	47%[activator]	-2%
- COCCNC(=O)CN1C(=O)COc2ccc(S(=O)(=O)N3CCCCCC3)cc21
→ 13%&-2%	1%	-2%&7%	-6%[59 µM]	41%&34%[activator]	-8%&0%	7%&-9%	17%&5%	5%&-1%
- Nc1nnc(Cc2ccc(F)cc2)s1
→ -7%	i	19%	nt	29%	-5%	-8%	12%	1%
- Clc1cccc(N/N=C/c2ccc(N3CCOCC3)s2)c1
→ 50µM*	i	19%	1.1µM*	21%	-14%	45%[activator]	59%[activator]	-8%
- C=C1C=CS(=O)(=O)N(C(C)C(=O)OC)C1 (stereo unspecified)
→ nt	nt	5%	nt	33%	-10%	nt	?	0%
- O=C(O)CCn1c(SCc2ccccc2)nc2ccccc21
→ 6%	-3%	1%	-34%[59 µM]	12%	-8%	0%	17%	1%
- CN(CC(=O)Nc1cccc2c1CCCC2)S(=O)(=O)c1ccc(Br)cc1
→ 3%	nt	3%	31%	24%	-6%	-9%	-6%	2%
- CCCc1nnc(SCC(=O)Nc2ccc(Cl)cc2Cl)o1
→ -1%	-2%	-14%	?	-17%	4%	-7%	38%[activator]	-3%
- O=C(CN1C(=O)S/C(=C/c2ccncc2)C1=O)N1CCOCC1
→ 7%	i	2%	13%[59 µM]	35%	-15%	4%	19%	0%
- Cc1ccc(C(=O)N2CCN(c3ccccc3)CC2)cc1C
→ -7%	2%[11.5 µM]	4%	6%[12.7 µM]	17%	-14%	25%	28%	0%
- CC(C)N(C(=O)[C@H]1CC(CC(=O)NCCc2ccccn2)C(=O)N2CCc3c([nH]c4ccccc34)[C@]12C)C(C)C (stereo partly specified)
→ nt	i	3%	nt	13%	-29%	-2%	-13%	nt
- O=c1c2sc3ccccc3c2n(Cc2ccccc2)c(=O)n1Cc1ccccc1
→ -1%	-8%	3%	33%[59 µM]	75%[activator]	-6%	5%	15%	-3%
- CN(Cc1cn(C)nc1-c1ccccc1F)C1CCOC1 (stereo unspecified)
→ -6%	8%	3%	nt	5%	-15%	2%	74%[activator]	-4%
- COCCNC(=O)c1cc2c3ccccc3n(C)c2s1
→ 1%	0%	1%	?	22%	-21%	-10%	17%	-7%
- O=C(Nc1ccccc1C(F)(F)F)c1ncoc1-c1ccco1
→ -11%	i	-5%	5%[59 µM]	42%[activator]	-1%	-9%	10%	-3%
- O=C(N/C(=C/c1ccc(F)cc1)C(=O)N1CCOCC1)c1ccccc1
→ -6%	i	-5%	nt	5%	-16%	7%	11%	-9%
- O=C(Nc1ccccc1)Nc1ccc2ccccc2n1
→ 4%	-16%	-6%	11%	15%	-4%	-1%	32%[activator]	-7%
- COc1ccccc1NC(=S)N(Cc1cccnc1)Cc1ccco1
→ -10%	3%	2%	11%	1%	-25%	6%	75%[activator]	-2%
- CCCC(=O)c1c(NC(C)C)cc(C)oc1=O
→ 3%	-7%	1%	10%[59 µM]	36%	-6%	-1%	?	-3%
- COC(=O)c1ccc(-n2c(C)cc(-c3csc(NC(=O)c4ccc(S(=O)(=O)N(C)C)cc4)n3)c2C)cc1
→ 2%	i	39%[activator]	-1%[59 µM]	29%	-15%	-3%	?	-10%
- Brc1ccc(-c2ccc(/C=N/Nc3nc4ccccc4[nH]3)o2)cc1
→ 15%	nt	15%	7%[59 µM]	41%[activator]	?	11%	-2%	2%
